# PKA-R2B activ: activators of human PKA-R2B complex; PKA-R2B holoenzyme dissociation, Cy5-IP20 fluorescence polarization; R2B truncated from residue 108, S112A mutant; 0% DMSO only, 100% 113 µM cGMP; activation, % at 11.4 µM; hit rate 0.079% among 340,000; AID 504700;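 active = activation above a cutoff set at the mean over all compounds plus 3 SD, cut at about 18% in these data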;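 note: higher means more holoenzyme dissociation and a rise in polarization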
# SR-BI uptake up: activators of SR-BI mediated HDL lipid uptake | CHO ldlA[mSR-BI] cells, DiI-HDL uptake fluorescence, 3 h; 100 = double the neutral-control signal | activation, % at 12.5 µM | hit rate 0.096% among 320,000 | AID 504775;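 active = mean replicate activation of at least 60% and every replicate at or above 60%; inconclusive = mean or all-replicate condition met, but not both; inactive = mean below 60% and not all replicates reaching 60%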;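 note: 0% = median plate neutral-control signal and 100% = twice that signal; values of inactives mirror those of a sister screen read the other way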
#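 System: CHO ldlA[mSR-BI] cells / Medium: HEPES-buffered (25 mM, pH 7.4) F12 plus 0.5% BSA / Probe or stimulus: labelled HDL, 10 µg/mL / Doses: single compound concentration, delivered by pin transfer / Schedule: 3 h, 37 °C / Measured by: DiI fluorescence, bottom read / Measure: cell-associated DiI fluorescence as measure of HDL uptake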
# SUMO Mot1 rescue: inhibitors of SUMOylation pathway: yeast Mot1-301 growth rescue; hit rate 1% among 320,000; growth rescue, % at 18.8 µM; S. cerevisiae Mot1-301 growth rescue, ATP luminescence, 38.5C; percent above DMSO median, 100 means doubled;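 active = every valid replicate shows activation above 250% relative to neutral control wells; inactive = the rest, any valid replicate at or below 250%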;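 note: OY570 slx delta 5 strain wells were the positive control but not used for scaling; some compounds called inactive have numbers as strong as hits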
# Arr AP2 block: inhibitors of human beta-arrestin and AP2 interaction. FITC-arrestin peptide / GST-AP2 beads, flow cytometry; AP2 beta2 appendage carries R879A mutation. inhibition, % at 10 µM. hit rate 0.31% among 340,000. AID 504490;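 active = inhibition above a set limit, near 3 SD of compounds lacking own fluorescence, cut at about 54% in these data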;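 note: plate controls were DMSO wells for no effect and 5 µM unlabelled arrestin peptide for full effect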
#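 Material – AP2 appendage R879A on GSH beads · Buffer or medium – PBS with 0.05% Tween 20 and 0.1% BSA · Probe or stimulus – fluorescein-tagged arrestin peptide at 50 nM final · Incubation – compound with beads 12 min RT, then probe 1 h RT · Detection – high-throughput flow cytometry of beads, ex 488, em 535 nm · Evaluation – percent response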
# SR-BI DiI inh: inhibitors of mouse SR-BI mediated HDL lipid uptake | Q61009 | hit rate 0.96% among 320,000 | inhibition, % at 12.5 µM | ldlA[mSR-BI] CHO cells, DiI-HDL uptake fluorescence, 3 h | AID 488896;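 active = mean replicate inhibition of at least 70% and a set share of replicates each scoring 70 or more; inconclusive = meets just one of the two criteria; inactive = fails both criteria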;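 note: 0% = median of neutral control wells and 100% = median of positive control wells; values of inactives mirror those of a sister screen read the other way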
# MITF TRPM1 HTS: MITF TRPM1 promoter activation in melanoma cells. activation, % at 12.5 µM. SK-MEL-5 TRPM1-promoter luciferase, 24 h; % of positive control, neutral wells = 0. hit rate 0.75% among 300,000;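 active = mean activation of at least 80% with every replicate also reaching 80%; inconclusive = mean reaches 80% but some replicate falls short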;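 note: 0% = neutral control wells and 100% = parthenolide positive control wells; values of inactives mirror those of a sister screen read the other way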
# PKA-R1A act: PKA-R1A complex activation. P00514+P68181. PKA-R1A dissociation, Cy5-IP20 fluorescence polarization; scaled: DMSO 0%, 113 µM cGMP 100%. activation, % at 11.4 µM. hit rate 0.083% among 340,000. AID 504707;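 active = percent activation above the mean of all tested compounds plus 3 SD, cut at about 19% in these data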;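 note: higher means more PKAc released from R1A so a rise in polarization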
# CDK5 inh: CDK5/p35 (human) kinase inhibition. Q00535+Q15078. Recombinant CDK5/p35, ADP-Glo luminescence, 60 min. hit rate 0.01% among 330,000. inhibition, % at 10 µM;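 active = highest replicate inhibition of at least 50% and at least 75% of replicates reaching 50%; inconclusive = only one of the two criteria met; inactive = both criteria failed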;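 note: plate controls were DMSO neutral control for no effect and GW8510 at 10 µM for full effect; many of its hits are not listed in these tables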
# NSD2 inh: inhibitors of human histone methyltransferase NSD2; NSD2 peptide methylation, AlphaScreen, 120 min; inhibition, % at 12.5 µM; hit rate 0.54% among 310,000; AID 743445; O96028; in the data active = inhibition above about 50%
# Target sequence (O96028 whole entry, looked up): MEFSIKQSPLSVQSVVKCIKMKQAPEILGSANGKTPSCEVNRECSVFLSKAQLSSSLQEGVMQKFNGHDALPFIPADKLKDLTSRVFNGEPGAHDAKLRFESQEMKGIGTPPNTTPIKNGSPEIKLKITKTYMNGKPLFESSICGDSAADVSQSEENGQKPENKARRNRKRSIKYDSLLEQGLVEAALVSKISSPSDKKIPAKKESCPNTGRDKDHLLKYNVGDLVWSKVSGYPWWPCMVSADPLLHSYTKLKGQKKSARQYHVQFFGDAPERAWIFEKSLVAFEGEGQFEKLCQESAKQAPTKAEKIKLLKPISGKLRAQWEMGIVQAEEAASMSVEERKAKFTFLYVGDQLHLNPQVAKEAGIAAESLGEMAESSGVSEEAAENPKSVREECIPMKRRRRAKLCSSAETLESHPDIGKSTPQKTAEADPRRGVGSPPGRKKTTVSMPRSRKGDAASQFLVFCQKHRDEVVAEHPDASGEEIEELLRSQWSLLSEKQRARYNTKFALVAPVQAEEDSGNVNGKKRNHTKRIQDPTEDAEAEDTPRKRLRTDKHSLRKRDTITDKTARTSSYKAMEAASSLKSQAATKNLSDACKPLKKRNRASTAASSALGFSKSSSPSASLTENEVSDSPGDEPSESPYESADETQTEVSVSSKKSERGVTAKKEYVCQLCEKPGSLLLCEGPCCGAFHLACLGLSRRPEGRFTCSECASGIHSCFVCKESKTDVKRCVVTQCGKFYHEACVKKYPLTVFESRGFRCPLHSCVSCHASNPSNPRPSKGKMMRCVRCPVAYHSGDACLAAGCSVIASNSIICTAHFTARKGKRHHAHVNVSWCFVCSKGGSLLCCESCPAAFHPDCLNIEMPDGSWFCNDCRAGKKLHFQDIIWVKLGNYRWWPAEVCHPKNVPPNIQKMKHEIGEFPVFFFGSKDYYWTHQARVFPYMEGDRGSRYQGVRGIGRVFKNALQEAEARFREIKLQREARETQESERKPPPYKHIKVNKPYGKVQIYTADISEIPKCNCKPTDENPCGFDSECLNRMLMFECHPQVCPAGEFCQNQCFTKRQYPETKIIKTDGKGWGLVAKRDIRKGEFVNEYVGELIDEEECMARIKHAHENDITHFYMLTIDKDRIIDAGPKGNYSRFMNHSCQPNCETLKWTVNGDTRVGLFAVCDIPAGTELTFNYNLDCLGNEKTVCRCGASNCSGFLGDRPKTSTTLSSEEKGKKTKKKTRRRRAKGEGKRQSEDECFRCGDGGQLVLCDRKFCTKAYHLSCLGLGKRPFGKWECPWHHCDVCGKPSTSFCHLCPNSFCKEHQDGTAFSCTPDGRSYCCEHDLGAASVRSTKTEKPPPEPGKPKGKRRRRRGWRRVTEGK
# dFosB act: enhances mouse delta FosB homodimer DNA binding; purified delta FosB, TAMRA-CDK5 oligo fluorescence polarization; percent of positive-control signal above neutral wells; hit rate 0.99% among 340,000; activation, % at 25 µM; P13346;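 active = mean activation above about 17%, with every replicate also reaching it, limit read from the data, passing the limit was not always enough; inconclusive = only one of the two conditions met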;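 note: fluorescence polarization rise as delta FosB binds a TAMRA Cdk5 AP-1 oligo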
# Pemphigus Ab inh: blocks pemphigus antibody binding to human desmoglein-3 | hit rate 0.48% among 310,000 | DSG3-coupled beads, scFv-anti-DSG3-GFP binding, flow cytometry; stronger effect = lower value | AID 588358 | P32926 | binding (percent of control), % at 10 µM;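 active = binding more than 3 SD below its plate's average and above zero; inconclusive = below that plate limit but binding exactly zero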; note: some compounds called inactive have numbers as strong as hits
# * = called active by the depositor; ? = inconclusive; · = no result given; & = joins results of further samples.
SMILES,PKA-R2B activ,SR-BI uptake up,SUMO Mot1 rescue,Arr AP2 block,SR-BI DiI inh,MITF TRPM1 HTS,PKA-R1A act,CDK5 inh,NSD2 inh,dFosB act,Pemphigus Ab inh
Cc1ccccc1-n1ncc2c1CC(C)(C)CC2NC(=O)C1CCC1 (stereo not drawn),-1,-34,4,1,34,2,-19,0.9,0,-6,95
CCCCCCCNC(=O)CN1C(=O)CSc2ccc(S(=O)(=O)N3CCOCC3)cc21,-3,9,82,7,-9,2,7,-0.2,-2,-7,103
COc1ccc(N2CCN(CCNC(=O)Nc3cc(Cl)ccc3OC)CC2)cc1,7,-62,9,-3,62,7,5,-1.0,-1,-6,103
COc1ccccc1-c1nnc(NC(=O)C(C)C)s1,-2,·,10,·,·,14,8,1.8,-1,-15,·
CCS(=O)(=O)N1CCN=C1SCc1cccnc1,6,35,-16,4,-35,15,1,-0.1,-2,-5,91
Cc1c(Cc2ccccc2)c(NCCN(C)C)n2c(nc3ccccc32)c1C#N,-2,-16,-22,5,16,·,-2,-3.6,-13,-2,102
CCOC(=O)[C@@H]1[C@H]2COc3ccc(Br)cc3[C@@H]2N2C(=O)N(c3ccc(Cl)cc3)C(=O)[C@@]12C,-8,-11,16,24,11,0,4,-2.9,·,-4,99
CC1CCCC(NC(=O)NC(=O)CCl)C1C (stereo not drawn),1,-17,18,-4,17,-71,0,-1.3,3,-4,111
COc1cc(NC(=S)N2CCCC(CO)C2)c(OC)cc1Cl (stereo not drawn),-7,-4,-14,-10,4,4,-3,-0.7,0,-15,100
O=[N+]([O-])c1cc([N+](=O)[O-])c(Oc2cncc(Cl)c2)cc1NN1CCCCC1,12,-1,5,-6,1,7,-7,-1.5,·,0,96
Cc1oc(C)c(S(=O)(=O)NCc2cccs2)c1C(=O)O,8,34,-15,9,-34,-4,1,0.9,-2,3,116
CSc1ncc(Cl)c(C(=O)Nc2cccc(Cl)c2)n1,0,-5,512,-8,5,-15,-3,1.2,-2,1,87
Cc1cccc(-c2nc(Nc3ccc(O)cc3)c3ccccc3n2)c1,-4,-75,35,-5,75*,8,4,0.4,-3,-8,324
CCOC(=O)c1cc(-c2ccc(OC)cc2)nn1-c1ccc(C(=O)O)cc1,-7,-9,-19,9,9,-8,-4,-0.4,-5,-2,68
COc1ccc(/C=N/NC(=O)c2ccccc2)cc1OS(=O)(=O)c1ccccc1,-8,-26,12,-1,26,5,-14,2.0,-1,-14,107
COc1ccccc1[C@H]1C(c2ccc(F)cc2)=NN(c2ccccc2)[C@@H]1CO,-3,-1,·,-5,1,-1,-10,1.9,·,-1,106
O=C1c2cc(O)cc(O)c2C(=O)c2c1cc(O)c([C@@H](CO)CCO)c2O,-12,4,40,-2,-4,·,0,1.6,·,-5,99
CC(=O)NNC(=O)c1csc(-c2csc(C)n2)n1,-1,15,12,1,-15,-1,0,1.8,2,-2,104
Cc1noc(C(=O)NC2CCCCC2)c1Cl,-6,7,24,-1,-7,2,-5,1.8,0,-4,99
O=C(CN(CC1CCCO1)C(=O)c1nsc(Cl)c1Cl)NC1CCCC1 (stereo not drawn),-2,-8,41,26,8,-3,3,-0.2,0,-1,91
CC(=O)c1cccc(NC(=S)NC2CCCCCCC2)c1,-4,5,1,-10,-5,-10,-7,0.9,-3,-9,112
COc1ccc(C(=O)NCC(=O)Nc2cccc(S(=O)(=O)NCc3ccco3)c2)cc1OC,·,-22,-3,3,22,-3,·,-0.1,2,-9,105
O=C(CS(=O)(=O)c1ccccc1)Nc1ccccc1Br,2,13,·,4,-13,·,3,0.1,-4,-1,111
O=C(N/N=C/c1cccnc1)c1cc2ccccc2cc1O,3,·,3,1,26,19,-13,0.8,4,3,97*
O=C(NCC1COc2ccccc2O1)c1cn(Cc2ccc(F)cc2)nn1 (stereo not drawn),-8,5,-9,12,-5,-7,-7,1.2,6,0,97
CCCOC(=O)C[N+](C)(C)CCOC1CC2CCC1(C)C2(C)C (stereo not drawn),-12,10,99,17,-10,9,-10,-3.2,3,-3,105
COc1ccc(/C=N/NC(=O)c2cccnc2)cc1COc1ccc([N+](=O)[O-])c(C)c1,·,-22,-2,-22,22,·,·,0.1,-2,8,95
CCCCn1c(-c2ccco2)nc2ccccc2c1=O,-2,-14,-7,5,14,1,-15,1.1,6,-13,102
Cn1c(SCc2ccc(Cl)cc2)nc(C(F)(F)F)cc1=O,-2,-13,15,-7,13,9,-1,0.1,-7,3,100
COc1ccccc1N1CCN(C2CCCN(S(=O)(=O)c3cccc(Cl)c3)C2)CC1 (stereo not drawn),9,-71,16,-2,?,-22,2,-1.8,6,-5,115
COc1ccc2[nH]c3c(=O)n(Cc4ccncc4)cnc3c2c1,-6,-2,-2,-15,2,0,-8,0.1,-3,8,100
Cc1c(Cl)ccc2c(C(N)=O)cc(-c3ccccn3)nc12,-3,-14,8,23,14,6,4,0.0,-3,-4,82
N#Cc1ccccc1S(=O)(=O)N1CCN(CC(=O)Nc2ccccc2C(=O)NC2CC2)CC1,2,33,-1,1,-33,15,-7,-1.1,0,-3,101
COc1ccc(C(=O)O)cc1S(=O)(=O)Nc1cc(Cl)ccc1N1CCOCC1,1,5,·,11,-5,·,-2,-1.8,1,1,101
Cn1c(=O)c2c(nc(SCCN3CCCCC3)n2Cc2ccccc2)n(C)c1=O,2,20,4,-3,-20,·,-6,-0.9,6,-5,95
O=C(Nc1ccc(S(=O)(=O)NC2=NCCCCC2)cc1)c1ccc2ccccc2n1,-3,-37,6,-17,37,1,-6,0.3,-1,-5,90
CCCCCCNCc1c(F)cccc1Cl,7,15,4,12,-15,-5,-1,0.9,1,-2,104
CCN(CC(=O)Nc1ccc(N2CCOCC2)cc1)C(=O)Cc1ccccc1,-2,3,6,17,-3,-1,4,0.8,-1,-5,108
COc1ccc(S(=O)(=O)N/N=C(/C)c2ccncc2)cc1OC,4,4,48,6,-4,-13,4,-0.2,0,-5,118
CC(=O)c1c(C)[nH]c(C(=O)COC(=O)CCOc2ccc(C)cc2)c1C,-10,-10,-5,5,10,-4,-2,-1.5,1,-9,111
O=C(c1ccc2c(c1)OCO2)C1CCCN(Cc2cccc(C(F)(F)F)c2)C1 (stereo not drawn),-1,7,15,-3,-7,12,-13,-1.2,-3,-6,120
COCC(C)NC(=O)c1ccccc1[N+](=O)[O-] (stereo not drawn),-2,3,4,-2,-3,-12,-8,-0.1,-1,0,82
NCCc1cnc[nH]1,1&12,22&28,-6&33,-3&3,-8&6,8&1,-1&6,0.9&-1.0,·,4&-3,87&102
Cc1cc(C)cc(C(=O)Nc2cccnc2Cl)c1,-1,-21,25,-17,21,-1,0,0.6,-2,-3,96
O=C(NNC(=S)NCc1ccc(Cl)cc1)c1ccc2c(c1)OCO2,6,14,93,-8,-14,-3,-10,-1.2,-2,-2,101

# Shown with values ahead of the structure: eleven of the compounds above.
PKA-R2B activ,SR-BI uptake up,SUMO Mot1 rescue,Arr AP2 block,SR-BI DiI inh,MITF TRPM1 HTS,PKA-R1A act,CDK5 inh,NSD2 inh,dFosB act,Pemphigus Ab inh,Molecule
-7,-9,-19,9,9,-8,-4,-0.4,-5,-2,68,CCOC(=O)c1cc(-c2ccc(OC)cc2)nn1-c1ccc(C(=O)O)cc1
-8,-26,12,-1,26,5,-14,2.0,-1,-14,107,COc1ccc(/C=N/NC(=O)c2ccccc2)cc1OS(=O)(=O)c1ccccc1
-3,-1,·,-5,1,-1,-10,1.9,·,-1,106,COc1ccccc1[C@H]1C(c2ccc(F)cc2)=NN(c2ccccc2)[C@@H]1CO
-12,4,40,-2,-4,·,0,1.6,·,-5,99,O=C1c2cc(O)cc(O)c2C(=O)c2c1cc(O)c([C@@H](CO)CCO)c2O
-1,15,12,1,-15,-1,0,1.8,2,-2,104,CC(=O)NNC(=O)c1csc(-c2csc(C)n2)n1
-6,7,24,-1,-7,2,-5,1.8,0,-4,99,Cc1noc(C(=O)NC2CCCCC2)c1Cl
-2,-8,41,26,8,-3,3,-0.2,0,-1,91,O=C(CN(CC1CCCO1)C(=O)c1nsc(Cl)c1Cl)NC1CCCC1 (stereo not drawn)
-4,5,1,-10,-5,-10,-7,0.9,-3,-9,112,CC(=O)c1cccc(NC(=S)NC2CCCCCCC2)c1
·,-22,-3,3,22,-3,·,-0.1,2,-9,105,COc1ccc(C(=O)NCC(=O)Nc2cccc(S(=O)(=O)NCc3ccco3)c2)cc1OC
2,13,·,4,-13,·,3,0.1,-4,-1,111,O=C(CS(=O)(=O)c1ccccc1)Nc1ccccc1Br
3,·,3,1,26,19,-13,0.8,4,3,97*,O=C(N/N=C/c1cccnc1)c1cc2ccccc2cc1O

# Further entries follow.
SMILES,PKA-R2B activ,SR-BI uptake up,SUMO Mot1 rescue,Arr AP2 block,SR-BI DiI inh,MITF TRPM1 HTS,PKA-R1A act,CDK5 inh,NSD2 inh,dFosB act,Pemphigus Ab inh
Cc1ccc(S(=O)(=O)NCC(=O)N(CC(=O)NC2CCCCC2)Cc2ccco2)cc1,-11,·,-15,2,·,1,-19,0.3,-4,-4,·
COc1ccc(-n2cc3c(-c4cccc(Br)c4)nnc(C)c3n2)cc1,-6,-52,-6,-26,52,1,0,-0.9,0,-44,180
COc1ccccc1NC(=O)CSc1nnc(C)n1Cc1ccccc1,-7,-4,9,7,4,-4,4,-0.3,-2,-3,101
CC(=O)Nc1nc(-c2ccccc2)nc(C)c1C(C)=O,0,·,46,7,·,-7,-6,-1.4,7,9,103
COC(=O)C(NC(C)=O)(Nc1ccc(Br)cc1)C(=O)OC,-1,5,27,2,-5,-9,-13,-1.4,-1,3,100
COc1ccc(-c2coc3cc4oc(=O)c5ccccc5c4cc23)cc1F,3,-61,-3,12,61,-31,-4,-0.5,-2,-8,82

# High-throughput results as filed in PubChem BioAssay.
